WRN inhibitor: inhibitors of human WRN helicase; WRN helicase unwinding, fluorescent forked duplex, kinetic; 0.46% of 360,000 active; Potency, µM (doses to about 114 µM), for the others: at the top dose activity change, negative = inhibition, actives largely listed as inhibitors; Q14191; further: potency means the concentration at half of the fitted maximal effect; on the % scale 0 is the no-effect control and ±100 the full control effect; nearly all actives have a fitted effect of over 55% in size
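Screening of the MLSMR collection measured strand separation of a quenched forked DNA duplex (100 nM) by 20 nM WRN with 2 mM ATP, all final. Compounds were preincubated with enzyme 15 min at room temperature.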
EPAC1 ag: activates human EPAC1 exchange factor; Potency, µM (doses to about 154 µM), for the others: top-dose activation, usual class: activators; 0.073% of 360,000 active; EPAC1 agonist qHTS, biochemical assay; response scale: 100% = response to 6.5 mM cAMP; further: potency means the concentration at half of the fitted maximal effect; nearly all actives have a fitted effect of over 60% in size
Target sequence (O95398 whole entry, looked up): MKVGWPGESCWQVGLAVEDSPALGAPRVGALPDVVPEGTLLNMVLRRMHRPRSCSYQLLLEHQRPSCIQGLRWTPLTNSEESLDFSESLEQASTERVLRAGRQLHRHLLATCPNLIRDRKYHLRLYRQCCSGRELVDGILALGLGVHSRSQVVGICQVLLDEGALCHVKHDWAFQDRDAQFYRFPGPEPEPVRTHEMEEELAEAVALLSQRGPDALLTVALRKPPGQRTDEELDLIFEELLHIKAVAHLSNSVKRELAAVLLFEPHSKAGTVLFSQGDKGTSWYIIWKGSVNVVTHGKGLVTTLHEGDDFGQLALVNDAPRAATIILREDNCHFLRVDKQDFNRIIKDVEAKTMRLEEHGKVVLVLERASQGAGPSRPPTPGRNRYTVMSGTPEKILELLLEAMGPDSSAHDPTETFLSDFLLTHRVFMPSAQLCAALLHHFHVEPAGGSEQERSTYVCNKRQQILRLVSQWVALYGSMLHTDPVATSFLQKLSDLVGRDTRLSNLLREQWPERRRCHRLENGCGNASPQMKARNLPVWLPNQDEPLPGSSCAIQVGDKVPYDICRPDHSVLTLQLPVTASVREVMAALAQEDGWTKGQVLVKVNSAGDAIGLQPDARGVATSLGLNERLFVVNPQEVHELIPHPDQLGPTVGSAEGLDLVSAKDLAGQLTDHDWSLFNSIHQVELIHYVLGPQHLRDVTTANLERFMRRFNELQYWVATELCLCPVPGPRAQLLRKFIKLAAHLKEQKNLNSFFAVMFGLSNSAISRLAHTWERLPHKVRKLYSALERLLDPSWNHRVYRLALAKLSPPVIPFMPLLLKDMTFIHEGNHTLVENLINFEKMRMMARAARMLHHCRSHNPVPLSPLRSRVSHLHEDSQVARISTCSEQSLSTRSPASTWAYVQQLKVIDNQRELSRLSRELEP
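Compounds were pinned as a concentration titration into mixtures of EPAC1 (100 nM), BODIPY-GDP-loaded Rap1B (250 nM) and GDP (50 uM). After 5 min at room temperature, fluorescence was followed for 30 min; activity was scaled to 6.5 mM cAMP.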
EPAC2 agonist: activates human EPAC2 exchange factor; Q8WZA2; EPAC2 activation, biochemical qHTS; response scale: 100% = 6.5 mM cAMP response; Potency, µM (doses to about 154 µM), for the others: top-dose activation, actives largely listed as activators; 0.079% of 360,000 active; further: potency means the concentration at half of the fitted maximal effect; nearly all actives have a fitted effect of over 50% in size
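EPAC2 (100 nM) mixed with Rap1B loaded with BODIPY-GDP (250 nM) plus 50 uM unlabeled GDP; compounds pinned in, 5 min RT, then read every 5 min for 30 min (ex 480, em 540 nm). Normalized to cAMP control.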
EPAC1 antag: blocks human EPAC1 exchange factor. O95398. Potency, µM (titrated, usually from 115 µM), for inactives: at the highest dose activity change, negative = inhibition, hits mostly inhibitors. AID 720709. 0.14% of 360,000 active. EPAC1 GEF assay, Rap1b-BODIPY-GDP exchange fluorescence;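 further: potency means the concentration at half of the fitted maximal effect; plate controls were vehicle for no effect and positive control for full effect; nearly all actives have a fitted effect of over 50% in size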
IL-2 act: activators of IL-2. IL-2 activation reporter assay, cell-based qHTS; stimulated with anti-CD3/CD4/CD28 beads; in transgenic mouse T cells. activation, % (series mostly up to about 46 µM). 0.065% of 360,000 active; in the data active means activation above about 50%; inconclusive means mostly about 30% to 49%; further: 0% is about no effect
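First, unstimulated transgenic mouse T cells were exposed to compound for 60 min. Next, anti-CD3/anti-CD4-coated beads with anti-CD28 were added. Finally, after 18 h at 37 degrees C, EGFP and DsRed were imaged.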
CCT modulator: changes cytosolic chaperonin activity | purified chaperonin ATPase assay, HTRF ADP detection, 30 min | activity change, % (test concentration not listed), hits read low | 0.3% of 360,000 active | AID 651819; in the data active means activity change below about -30%; further: on the % scale 0 is the no-effect control and ±100 the full control effect
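ATPase activity: ADP formed was measured by HTRF Transcreener (665/615 nm ratio) after 30 min at 37 deg C with 10 uM ATP. Compounds screened at one 76 uM concentration against 40 or 20 nM TRiC in Tris pH 7.4/KCl/MgCl2/DTT buffer.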
PLK1 PBD block: inhibitors of human PLK1 polo-box domain binding; AID 720504; P53350; Potency, µM, inactives show max response, negative = inhibition, usual class: inhibitors; Plk1 PBD binding of FITC phosphopeptide, fluorescence polarization; 2.8% of 360,000 active; further: potency means the concentration at half of the fitted maximal effect; series mostly up to about 57 µM; on the % scale 0 is the no-effect control and ±100 the full control effect; nearly all actives have a fitted effect of over 65% in size
PI5P4K alpha inh: inhibitors of human PI5P4K alpha | P48426 | PI5P4Kalpha enzyme, ADP-Glo luminescence, 60 min; active compounds read low | max response, % | 1.2% of 330,000 active | AID 652105; active means max response of -50% or lower; inconclusive means between -30% and -50%; inactive means -30% or higher; further: value at the top dose of about 77 µM; on the % scale 0 is the no-effect control and ±100 the full control effect
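Controls without substrate or without enzyme flank wells where PI5P4Kalpha converts substrate using 5 microM ATP (final). Incubation lasts 60 minutes at room temperature; ADP formed is read by ADP-Glo luminescence.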
Active calls of the source: *; ? = inconclusive; . = no result given; [ ] = dose if it differs, or a comment. Unless noted, the call rests on the fitted dose curve; in most records, active means well fitted curve in the direction sought with a large enough effect; inconclusive means small, poorly fitted or top-dose-only effect, or another doubt; inactive means no such curve, though single readings can be large; an effect the other way counts as inactive or inconclusive. A portion of the library (hit frequency here may not be typical).

The opening two entries, to show the layout:
#1 COc1ccc(-n2c(=O)c3ccccc3n(CC(=O)NC3CCCC3)c2=O)c(OC)c1
#2 COc1ccc(NC2CCCN(C(=O)CCN3CCCC3=O)C2)cc1OC (stereo not drawn)
Compound	1	2
WRN inhibitor	3%	-29%
EPAC1 ag	4%	8%
EPAC2 agonist	6%	1%
EPAC1 antag	15%	2%
IL-2 act	-1.5	4.8
CCT modulator	-3.2	-3.0
PLK1 PBD block	-6%	-1%
PI5P4K alpha inh	-2	5

Main list (from the top)
#1 COc1ccc(-n2c(=O)c3ccccc3n(CC(=O)NC3CCCC3)c2=O)c(OC)c1
#2 COc1ccc(NC2CCCN(C(=O)CCN3CCCC3=O)C2)cc1OC (stereo not drawn)
#3 O=C(NCCSCc1ccccc1)c1ccccc1
#4 CNC(=O)/C(C#N)=C/c1c(N2CCN(c3ccc(OC)cc3)CC2)nc2c(C)cccn2c1=O
#5 COCOCCn1cc(CN2CCS(=O)(=O)N(Cc3ccc(-c4cccc(CO)c4)cc3)C(C(C)C)C2=O)nn1 (stereo not drawn)
#6 O=C(CSc1nnc(Cc2cc(=O)[nH]c(=O)[nH]2)n1-c1ccccc1)N1CCCCC1
#7 COC(=O)Cc1c(O)ccn(CCc2c[nH]c3ccc(OC)cc23)c1=O
#8 O=C(NNC(=O)C1CCCCC1)C(=O)NC1CCCCC1
#9 O=C1NC[C@H](c2ccccc2)N(CCCCC2CCCCC2)C1=O
#10 CCN1C(=O)C(CC(=O)Nc2ccc(OC)cc2)N(CCc2ccccc2)C1=S (stereo not drawn)
Compound	1	2	3	4	5	6	7	8	9	10
WRN inhibitor	3%	-29%	-8%	4%	1%	3%	-4%	-5%	1%	-10%
EPAC1 ag	4%	8%	0%	12%	-20%	3%	-10%	3%	-3%	7%
EPAC2 agonist	6%	1%	1%	7%	13%	1%	4%	2%	-22%	8%
EPAC1 antag	15%	2%	6%	-12%	2%	-9%	1%	-5%	-18%	-17%
IL-2 act	-1.5	4.8	0.3	-3.9	-1.5	-0.7	-2.4	-0.1	-0.6	-1.7
CCT modulator	-3.2	-3.0	-0.8	-10	-2.8	1.3	-2.2	2.3	0.4	-0.7
PLK1 PBD block	-6%	-1%	-1%	-6%	-8%	-6%	-12%	-2%	-11%	3%
PI5P4K alpha inh	-2	5	0	-3	-1	4	1	.	-2	1

#11 O=C(c1ccc(S(=O)(=O)N2CCCCCC2)cc1)N1CCCC(C(F)(F)F)C1 (stereo not drawn)
#12 O=C(NNC(=S)Nc1ccccc1)c1cc(Br)ccc1Cl
#13 COc1ccc(OC)c(NC(=O)c2ccccc2NS(=O)(=O)c2cccc3cccnc23)c1
#14 CC(C)C[C@@H]1CN=C(N)N1C[C@@H]1CCCN1C[C@H](C)N1C[C@@H](Cc2ccccc2)N(CCc2ccc(Cl)c(Cl)c2)C1=N
#15 O=C(Cc1cccs1)Nc1cccc(-c2nc3ccccc3o2)c1
#16 CCN(CC)S(=O)(=O)c1ccc(Cl)c(C(=O)NC2CCN(Cc3ccccc3)CC2)c1
#17 O=C(c1cccc(S(=O)(=O)N2CCOCC2)c1)N1CCCCCC1
#18 CC(OC(=O)c1c2c(nc3ccccc13)/C(=C\c1ccc3c(c1)OCO3)CCC2)C(=O)Nc1ccc(S(N)(=O)=O)cc1 (stereo not drawn)
#19 COc1ccccc1C(=O)NCCC(=O)Nc1ccc(S(=O)(=O)N2CCCC(C)C2)cc1 (stereo not drawn)
#20 O=S(=O)(c1ccc(NC2CCCCC2)cc1)N1CCOCC1
Compound	11	12	13	14	15	16	17	18	19	20
WRN inhibitor	-1%	-25%	-10%	-1%	2%	-7%[57.1 µM]	-3%	-10%	-2%	0%
EPAC1 ag	6%	-6%	2%	-11%	2%	4%	-4%	-12%	8%	2%
EPAC2 agonist	-1%	4%	11%	8%	-8%	4%	7%	18%	14%	8%
EPAC1 antag	9%	-12%	-8%	-2%	-11%	-12%	0%	17%	-1%	-6%
IL-2 act	-0.6	-0.6	-0.4	0.2	0.4	15	-2.4	-0.1	2.1	-0.4
CCT modulator	1.0	-2.5	-0.8	0.1	-2.0	-3.4	1.7	-2.0	-4.5	-1.6
PLK1 PBD block	-3%	?	-18%	-16%	-3%	-11%	-8%	?	-10%	-19%
PI5P4K alpha inh	8	-12	0	1	0	11	.	0	14	6

Entries of single compounds, quoted from the list.
Results for CC(C)C[C@@H]1CN=C(N)N1C[C@@H]1CCCN1C[C@H](C)N1C[C@@H](Cc2ccccc2)N(CCc2ccc(Cl)c(Cl)c2)C1=N : WRN inhibitor: -1%; EPAC1 ag: -11%; EPAC2 agonist: 8%; EPAC1 antag: -2%; IL-2 act: 0.2; CCT modulator: 0.1; PLK1 PBD block: -16%; PI5P4K alpha inh: 1
Results for CC(OC(=O)c1c2c(nc3ccccc13)/C(=C\c1ccc3c(c1)OCO3)CCC2)C(=O)Nc1ccc(S(N)(=O)=O)cc1 (stereo not drawn) : WRN inhibitor: -10%; EPAC1 ag: -12%; EPAC2 agonist: 18%; EPAC1 antag: 17%; IL-2 act: -0.1; CCT modulator: -2.0; PLK1 PBD block: ?; PI5P4K alpha inh: 0

(cont.)
#21 Cc1ccc(S(=O)(=O)Cc2ccc(C(=O)N3CCCCCC3)o2)cc1
#22 Cc1ccn2cc(CSc3ccccc3N)nc2c1
#23 CCN(CC(=O)Nc1ccc([N+](=O)[O-])cc1OC)c1ccccc1
#24 O=c1ccc2cc(S(=O)(=O)Nc3ccc(F)cc3)ccc2o1
#25 CC(C)(C)NC(=O)C(c1ccnc2ccccc12)n1c(=O)c(-c2ccccc2)nc2ccccc21 (stereo not drawn)
#26 Cc1n[nH]c(=O)c2c(NC(=O)COC(=O)Cc3c(F)cccc3Cl)oc(C)c12
#27 O=C(CCN1C(=O)/C(=C/c2ccccc2Cl)SC1=S)NNC(=O)c1ccccc1O
#28 CCCn1c(N)c(C(=O)CSc2nnc(-c3ccoc3C)n2C)c(=O)n(C)c1=O
#29 CC(/C=C/c1ccccc1)=N/NC(=O)c1cccc(Br)c1
#30 CCOC(=O)c1cccc(NC(=O)Nc2cc(OC)ccc2OC)c1
Compound	21	22	23	24	25	26	27	28	29	30
WRN inhibitor	-1%	5%	-2%[57.1 µM]	-1%	0%	-8%	-5%	3%	-28%[57.1 µM]	-27%
EPAC1 ag	-15%	-8%	18%	-7%	1%	25%	0%	3%	-1%	11%
EPAC2 agonist	10%	1%	10%	-4%	18%	0%	-4%	10%	6%	20%
EPAC1 antag	-5%	6%	-1%	-7%	12%	-8%	-11%	1%	-19%	-20%
IL-2 act	-2.6	-2.2	-1.3	-2.9	-0.9	-0.4	0.1	-0.2	-4.9	-4.2
CCT modulator	-1.1	-0.4	-1.0	-4.1	.	1.4	0.0	-1.0	1.5	-0.3
PLK1 PBD block	-27%	-10%	0%	-21%	-6%	-20%	-2%	-12%	-5%	4%
PI5P4K alpha inh	3	.	.	5	8	0	-6	0	1	5

#31 COc1ccc(Cl)cc1NC(=O)C1CCCN(S(C)(=O)=O)C1 (stereo not drawn)
#32 Cc1cccc(NC(=O)C(=O)NCc2ccccn2)c1
#33 O=[N+]([O-])c1ccccc1S(=O)(=O)NCCSCc1ccco1
#34 CC1CCC2(CC1)NC(=O)N(CC(=O)c1ccc(CNC(=O)C(C)(C)C)s1)C2=O (stereo not drawn)
#35 FC(F)Sc1nnc(-c2cccs2)n1-c1ccccc1
#36 CN1CCN(c2ccccc2NC(=O)COc2ccc(Br)cc2)CC1
#37 COC(=O)CSc1nc(C)cc(C)c1C#N
#38 CCC(c1nnnn1-c1c(C)cccc1C)N1CCN(c2ccccn2)CC1 (stereo not drawn)
#39 CN(c1cnn(-c2ccccc2)c(=O)c1Cl)n1cccc1
#40 CCC[C@@H]1CCCO[C@@](C(=O)NCCN2CCOCC2)(C(F)(F)F)C1
Compound	31	32	33	34	35	36	37	38	39	40
WRN inhibitor	-5%	-2%	-25%	-1%	-7%	2%	4%	-7%	1%	2%
EPAC1 ag	6%	8%	1%	-2%	-4%	15%	2%	6%	-6%	-24%
EPAC2 agonist	6%	8%	13%	4%	4%	-6%	5%	14%	-6%	-8%
EPAC1 antag	-6%	19%	-10%	-2%	-1%	-14%	-16%	-5%	9%	-18%
IL-2 act	0.6	-0.1	-0.1	0.8	2.5	-1.1	0.8	0.1	-0.2	-0.3
CCT modulator	1.8	-1.3	-1.5	-0.4	-0.6	-2.0	0.6	-0.7	-1.3	-0.8
PLK1 PBD block	-1%	-10%	-25%	1%	-10%	-2%	-1%	0%	3%	-2%
PI5P4K alpha inh	1	.	-27	9	.	.	-1	4	0	2

#41 O=C(CCCC(=O)N(CC(=O)NC1CCCCC1)Cc1ccccc1)Nc1ccccn1
#42 Clc1cccc(CNc2nc(-c3cccnc3)nc3ccccc23)c1
#43 CCCOc1ccc(-c2nnn(CC(=O)N3CCCC(C)C3)n2)cc1 (stereo not drawn)
#44 Cc1cccc(Oc2ncnc3onc(C)c23)c1
#45 CN(C)C(CNC(=O)c1ccc([N+](=O)[O-])cc1Cl)c1ccco1 (stereo not drawn)
#46 Cc1ccc(S(=O)(=O)Nc2cccc3c2O[C@H](CN(C)Cc2ccc(-c4ccccc4)cc2)[C@@H](C)CN([C@H](C)CO)C3=O)cc1
#47 O=C(COc1ccc2ccccc2c1CN1CCOCC1)N1CCc2ccccc21
#48 Nc1cc2c(cc1Br)-c1ccc(F)cc1C2=O
#49 COc1ccccc1C(=O)O/N=C(\N)c1ccccc1Cl
#50 CCOc1ccc2[nH]cc(S(=O)(=O)c3ccc(C)cc3)c(=O)c2c1
#51 O=C(c1cc(-c2cccs2)nc2ccccc12)N1CCN(c2ccccc2)CC1
#52 COc1ccc(CC(C(=O)Nc2ccc(OC)cc2)c2nn[nH]n2)cc1 (stereo not drawn)
#53 O=C(/C=C/CCc1ccc2c(c1)OCO2)N1CCCCC1
Compound	41	42	43	44	45	46	47	48	49	50	51	52	53
WRN inhibitor	1%	-31%	-2%	3%	-1%	-14%	-8%	-12%[11.6 µM]	-1%	6%	-7%	7%	-1%
EPAC1 ag	-6%	4%	1%	5%	4%	-4%	15%	-2%	-2%	-14%	1%	7%	-18%
EPAC2 agonist	3%	14%	14%	0%	5%	-6%	-2%	0%	-1%	1%	5%	13%	4%
EPAC1 antag	0%	?	-20%	16%	3%	-12%	-10%	-12%	-9%	4%	-3%	9%	3%
IL-2 act	1.0	-0.6	-1.9	1.1	-0.3	-0.9	-3.9	1.3	-3.6	-2.1	-2.5	0.3	-0.2
CCT modulator	1.1	-1.1	-1.5	1.1	1.2	0.7	-0.2	0.8	2.2	-1.3	-2.0	1.3	0.6
PLK1 PBD block	-16%	7%	-16%	-1%	-1%	-3%	-15%	1%	2%	1%	-4%	4%	0%
PI5P4K alpha inh	1	-10	1	2	0	3	-2	-1	0	-2	-8	0	9

Compound activity as filed in PubChem BioAssay.
